EPAC2 agonist – EPAC2 (human) agonism. Q8WZA2. EPAC2 activation, biochemical qHTS; response scale: 100% = 6.5 mM cAMP response. Potency, µM (top dose mostly 154 µM), without a hit: at the top dose activation, most hits filed as activators. 0.079% of 360,000 active; also: nearly all actives have a fitted effect of over 50% in size
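Readout is BODIPY fluorescence (480 nm excitation, 540 nm emission), which falls as labeled GDP is exchanged off Rap1B. EPAC2 at 100 nM acted on 250 nM RAP1B-BODIPY-GDP with 50 uM GDP present.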
EPAC1 antagonist – antagonists of human EPAC1. EPAC1 GEF assay, Rap1b-BODIPY-GDP exchange fluorescence. Potency, µM (doses to about 115 µM), for inactives: top-dose activity change, negative = inhibition, usual class: inhibitors. AID 720709. 0.14% of 360,000 active. O95398;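 also: plate controls were vehicle for no effect and positive control for full effect; nearly all actives have a fitted effect of over 50% in size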
Target sequence (O95398 whole entry, looked up): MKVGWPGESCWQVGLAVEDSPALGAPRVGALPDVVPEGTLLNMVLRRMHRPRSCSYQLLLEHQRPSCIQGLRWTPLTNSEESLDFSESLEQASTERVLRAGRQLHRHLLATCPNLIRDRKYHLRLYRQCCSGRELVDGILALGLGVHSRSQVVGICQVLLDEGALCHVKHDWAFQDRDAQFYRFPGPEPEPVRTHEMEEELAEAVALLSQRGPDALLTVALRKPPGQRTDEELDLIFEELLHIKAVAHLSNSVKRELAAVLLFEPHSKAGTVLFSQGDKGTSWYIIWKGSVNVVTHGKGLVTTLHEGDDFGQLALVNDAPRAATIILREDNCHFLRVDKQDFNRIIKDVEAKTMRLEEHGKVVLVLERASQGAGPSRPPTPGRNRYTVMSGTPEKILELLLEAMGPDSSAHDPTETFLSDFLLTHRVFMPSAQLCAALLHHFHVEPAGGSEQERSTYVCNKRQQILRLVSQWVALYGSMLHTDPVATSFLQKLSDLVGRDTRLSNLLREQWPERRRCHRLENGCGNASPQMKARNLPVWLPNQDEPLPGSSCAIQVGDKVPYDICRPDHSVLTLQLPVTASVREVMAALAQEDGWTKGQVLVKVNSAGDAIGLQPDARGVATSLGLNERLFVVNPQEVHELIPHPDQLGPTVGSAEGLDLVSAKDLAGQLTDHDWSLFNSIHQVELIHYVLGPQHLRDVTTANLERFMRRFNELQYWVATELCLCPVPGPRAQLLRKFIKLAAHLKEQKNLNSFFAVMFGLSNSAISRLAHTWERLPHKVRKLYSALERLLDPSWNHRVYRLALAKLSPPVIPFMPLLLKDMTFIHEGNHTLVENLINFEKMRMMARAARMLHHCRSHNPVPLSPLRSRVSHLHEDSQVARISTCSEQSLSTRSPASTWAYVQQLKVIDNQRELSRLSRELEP
EPAC1 agonist – EPAC1 (human) agonism; O95398; EPAC1 agonist qHTS, biochemical assay; response scale: 100% = response to 6.5 mM cAMP; Potency, µM (top dose mostly 154 µM), without a hit: at the highest dose activation, usual class: activators; 0.073% of 360,000 active; also: nearly all actives have a fitted effect of over 60% in size
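Multi-concentration qHTS readout: loss of Rap1B-bound BODIPY-GDP fluorescence driven by 100 nM EPAC1 with excess GDP (50 uM), monitored kinetically at room temperature; agonist response expressed relative to 6.5 mM cAMP.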
FUS suppressor – FUS proteinopathy suppression in yeast; S. cerevisiae FUS-expressing, growth rescue, OD600, 24 h; 0.24% of 390,000 active; Potency, µM (top dose mostly 76.6 µM), for the others: top-dose growth rescue (activation), hits mostly activators;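 also: plate controls were DMSO vehicle for no effect and reference control for full effect; nearly all actives have a fitted effect of over 55% in size; some results filed as inactive show a strong effect at the top dose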
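Cultures pregrown in 2.5% raffinose medium are shifted to minimal medium containing 2% galactose to express toxic FUS. Compounds are tested at several concentrations. After 24hr at 30C, growth is quantified at 600 nm absorbance.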
aSyn rescue – inhibitors of alpha-synuclein toxicity in yeast; Yeast expressing alpha-synuclein, growth rescue, BacTiter-Glo, 24 h; Potency, µM (highest dose often 46.1 µM), for the others: at the highest dose growth rescue (activation), hits mostly activators; 0.14% of 370,000 active; AID 652106; also: % of control where 0% means no effect; nearly all actives have a fitted effect of over 65% in size
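Galactose-induced alpha-syn yeast (OD600=0.02, raffinose-pregrown) + pinned cpd, 24 hr, 30 deg C; growth by BacTiter-Glo luminescence. Growth restoration scores as activation.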
PTHR1 agonist – agonists of human PTHR1 parathyroid hormone receptor; Q03431; HEK293 GP2 PTHR1 cells, GloSensor cAMP luminescence, 1 h; Potency, µM (series often up to 115 µM), for the others: top-dose activation, usual class: activators; 0.075% of 410,000 active; also: nearly all actives have a fitted effect of over 55% in size; some results filed as inactive show a strong effect at the top dose; inactives centre near -15; many of its hits are not listed in these tables
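HEK-293-derived GP2 cells expressing PTHR1 and a GloSensor cAMP reporter, 3,000/well, plated overnight, given luciferin plus IBMX (each 0.5 mM as added) for 1 h at 37 °C, then compound for 1 h at 37 °C. Luminescence was read after 15 min at room temperature.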
EPAC2 antagonist – EPAC2 (human) antagonism. Q8WZA2. EPAC2 GEF exchange of Rap1B-BODIPY-GDP, fluorescence. Potency, µM (series often up to 114 µM), without a hit: at the highest dose activity, negative = inhibition, usual class: inhibitors. 0.18% of 360,000 active. AID 720708; also: % is scaled to controls: 0 for no effect and ±100 for the full control effect; nearly all actives have a fitted effect of over 45% in size; many of its hits are not listed in these tables
TDP-43 yeast inh – inhibitors of TDP-43 toxicity in yeast. TDP-43 expressing yeast growth rescue, BacTiter-Glo, 24 h. Potency, µM (doses to about 46.1 µM), without a hit: at the top dose growth rescue (activation), hits mostly activators. 1.8% of 410,000 active. AID 652104; also: % of control where 0% means no effect; nearly all actives have a fitted effect of over 50% in size
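Luminescence from BacTiter-Glo reports growth of TDP-43-expressing yeast after 24 hr at 30 deg C with compound. Cells were raffinose-pregrown to mid-log, then seeded in galactose medium at OD600=0.02.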
* hit, by the source's call; i = inactive; ? = inconclusive; . = no result given; [ ] = remark or other dose. Calls follow the shape of the dose curve; as a rule, active = well fitted curve in the direction sought with a large enough effect; inconclusive = small, poorly fitted or top-dose-only effect, or another doubt; inactive = no such curve, though single readings can be large; an effect the other way counts as inactive or inconclusive. Potency is read from the fitted curve at half-maximal effect. This is a subset (hit frequency here may not be typical).

SMILES | EPAC2 agonist | EPAC1 antagonist | EPAC1 agonist | FUS suppressor | aSyn rescue | PTHR1 agonist | EPAC2 antagonist | TDP-43 yeast inh
O=C(C1=NN[C@@H]2C(=O)N(c3cccc(F)c3)C(=O)[C@H]12)c1ccc2ccccc2n1 | 12% | 1% | 7% | 27% | 1% | i | -1% | 3%
O=C(Nc1ccccc1C(F)(F)F)c1cc2ccccc2o1 | 2% | -18% | 5% | -16% | -9% | -23% | 1% | 11%
CCN1C(=O)C(CC(=O)Nc2ccc(F)cc2)N(Cc2ccc3c(c2)OCO3)C1=S (configuration not stated) | -5% | -10% | 4% | 6% | 9% | -4% | -22% | 13%
CC1(C)C2CCC1(CS(=O)(=O)Nc1cccc(S(N)(=O)=O)c1)C(=O)C2 (configuration not stated) | 5% | -14% | -10% | -1% | -5% | i | 1% | 6%
C#CCOCCOCCOCCNc1nc(N2CCN(C(=O)[C@H](Cc3ccc(O)cc3)n3cc([C@@H](N)CC(C)C)nn3)CC2)nc(N2CCN(C(=O)[C@H](Cc3cc4ccccc4[nH]3)n3cc([C@@H](N)CC(C)C)nn3)CC2)n1 | 12% | -12% | -20% | ? | -10% | i | 2% | 5%
CC(=O)Nc1ccccc1C(=O)C(=O)Nc1cccc(C(=O)N2CC(C)CC(C)C2)c1 (configuration not stated) | -11% | 0% | -2% | 29% | -4% | -39%[inhibitor] | 10% | -6%
Cc1cc(NC(=O)COC(=O)CCNS(=O)(=O)c2c(Cl)cccc2Cl)no1 | 1% | 18% | 0% | 8% | -22% | i | 7% | -13%
CCC(=O)N(Cc1cc2cc(OC)ccc2[nH]c1=O)c1ccc(C)cc1 | 7% | -27% | -3% | 6% | 0% | -5% | -6% | -6%[1.82 µM]
O=C(c1ccc(F)cc1)N1CCN(C(=O)c2cccnc2)CC1 | 5% | -12% | 14% | -5% | 1% | i | 5% | -9%
CCOCC(=O)Nc1cc(C(=O)OC)ccc1C(=O)OC | -3% | 3% | -15% | -6% | -5% | -4%[57.5 µM] | 14% | -11%
Cc1cccc(C(C(=O)NC2CCCC2)N(C(=O)c2csnn2)C2CC2)c1 (configuration not stated) | 6% | -1% | 1% | 1% | 2% | -8% | 11% | -3%
O=C(CNC(=S)NC(=O)C1CCCCC1)c1ccccc1 | 9% | -4% | -2% | . | -3% | i | 0% | 5%
O=C(CS(=O)(=O)c1cn(Cc2ccc(Cl)cc2)c2ccccc12)N1CCCCC1 | -1% | 7% | 9% | 1% | ? | -32%[inhibitor] | 5% | 30%
COc1ccc(NC(=O)c2cc(S(=O)(=O)N3CCCC3)ccc2C)cn1 | 2% | -19% | -3% | -18% | 2% | -19% | -5% | 5%
Cc1ccc(Nc2nc(N)nc(CN3CCN(Cc4ccc5c(c4)OCO5)CC3)n2)cc1Cl | 26% | -5% | 9% | 19% | -1% | -18% | -4% | 11%
COc1cccc2oc3ccc(C#CC4(N)CCCCC4)cc3c(=O)c12 | 8% | 0% | -9% | 2% | -3% | -17% | 14% | 3%
C#CCOCCOCCOCCNc1nc(N2CCN(C(=O)Cn3cc(CCO)nn3)CC2)nc(N2CCN(C(=O)[C@H](CCCCN)n3cc(CCCC)nn3)CC2)n1 | 6% | -9% | -17% | 5% | 0% | i | 9% | 6%
COc1ccc(C)cc1NC(=O)c1ccc(OCc2c(C)noc2C)cc1 | 2% | -28% | 1% | 1% | 2% | i | 2% | -9%
CCOC(=O)CCn1c(=O)c2c(nc(Br)n2Cc2ccccc2)n(C)c1=O | -6% | -12% | 5% | 1% | -2% | -1%[57.5 µM] | -14%[57.1 µM] | -7%
CCCCC(=O)O[C@]1(C(=O)CO)CC[C@H]2[C@@H]3CCC4=CC(=O)CC[C@]4(C)[C@H]3[C@@H](O)C[C@@]21C | -1% | -14% | -7% | 13% | 7% | i | 2% | 0%
CCN(CC)S(=O)(=O)c1cc(OCC(N)=O)c(C)cc1Cl | -14% | 10% | -8% | -2% | 0% | -20% | 5% | -26%
CCOc1cc(C(=O)Nc2ccc(N3CCN(C(C)=O)CC3)cc2)cc(OCC)c1OCC | -3% | -8% | -4% | 12% | 6% | 0% | 0% | 17%
CC1=C(C)C(O)N(Cc2ccccc2)C1=O (configuration not stated) | 4% | 3% | -9% | -9% | -1% | -22% | -3% | 1%
CCOc1ccc(C(=O)NCC(=O)OCc2c(C)noc2C)cc1OCC | 8% | -5% | -19% | -3% | 2% | -23% | 5% | -37%[inhibitor]
COc1ccc(/C=N/NC(=O)CCn2c3ccccc3c3ccccc32)cc1O | 15% | -15% | 18% | 16% | 9% | -1%[57.5 µM] | -14% | -20%
SMILES | EPAC2 agonist | EPAC1 antagonist | EPAC1 agonist | FUS suppressor | aSyn rescue | PTHR1 agonist | EPAC2 antagonist | TDP-43 yeast inh
O=[N+]([O-])c1cc(-c2ccn[nH]2)ccc1Cl | 11% | -15% | -11% | -1% | -7% | i | 10% | 2%
CCN(CC)c1ccc(/C=N/NC(=O)c2ccoc2C)c(O)c1 | 6% | -9% | -13% | 9% | -9% | i | 15% | -24%
O=C(N/N=C/c1ccc2ncccc2c1)c1ccco1 | 1% | -22% | 17% | -7% | -12% | -30%[inhibitor] | 2% | 20%
Cc1ccc(OCCn2c(CCNC(=O)C(C)C)nc3ccccc32)cc1 | 26%[15.6 µM] | -1% | -11% | 0% | -8% | -19%[57.5 µM] | -10% | -17%
CC(C)(O)C#Cc1ccc(C(=O)N2CCN(C(=O)c3ccco3)CC2)cc1 | -2% | -9% | 2% | 11% | 0% | -13%[57.5 µM] | 7% | 5%
NC(=O)C1CCN(CC(=O)Nc2ccccc2Sc2ccc(Cl)cc2)CC1 | -4% | 4% | 0% | 10% | 3% | -21% | 1% | -3%
Cc1cccc(NC(=O)c2cccc(NC(=O)Cc3cccs3)c2)c1 | 15% | 16% | 17% | 11% | -1% | -8% | -5% | -8%
Cc1sc2nc(C3CC3)nc(N3CCN(C(=O)c4ccccc4F)CC3)c2c1C | 14% | 11% | 8% | ? | 10% | -26% | 2% | ?
C=CCn1c(SCc2c(F)cccc2Cl)nnc1-c1ccco1 | 7% | -10% | 5% | 19% | -1% | -17%[57.5 µM] | -2% | 13µM*
CCC(C)NC(=O)C1CC(=O)N(CCc2ccc(F)cc2)C1 (configuration not stated) | 5% | 3% | 1% | 0% | -6% | i | -2% | -16%
CC(=O)N1CCN(C(=S)NC(=O)c2ccc(F)cc2)CC1 | 8% | 0% | 7% | 14% | -13% | i | 1% | -3%
CC(C)NC(=O)CSc1nc2sccc2c(=O)n1-c1ccccc1 | -6% | -9% | -5% | 25% | 3% | i | 20% | -22%
Cc1ccc2sc(N(CCCN(C)C)C(=O)c3ccc(S(=O)(=O)N(C)Cc4ccccc4)cc3)nc2c1C | 6% | -4% | -13% | ? | -11% | -84%[inhibitor] | -8% | 6%
CC1Sc2ccc(S(=O)(=O)N3CCC(C(N)=O)CC3)cc2NC1=O (configuration not stated) | 7% | -1% | -21% | 8% | -3% | -19% | 6% | 0%
O=C(Cc1ccc(Br)cc1)NCCCn1ccnc1 | 6% | -3% | 2% | 2% | -1% | 0% | 1% | -2%
Cc1nc2nc(SCc3nc4ccccc4[nH]3)[nH]c2cc1Br | 3% | -15% | 9% | 23% | 2% | -52% | 5% | -12%
CSc1ccccc1NC(=O)c1ccc(N2CC3CC(C2)c2cccc(=O)n2C3)c(NC(=O)c2ccncc2)c1 (configuration not stated) | 1% | 15% | 11% | 10% | 0% | i | 1% | 2%
Cc1ccc(S(=O)(=O)N2C[C@]3(O)C[C@@H]4C(=O)N(c5ccccc5)C(=O)[C@@H]4C[C@]3(OC(=O)NCc3ccco3)C2)cc1 | -4% | -15% | -8% | ? | -9% | -4% | -1% | 30%
Nn1c(SCC(=O)Nc2cccc(Br)c2)nnc1C1CC1 | 2% | 13% | -8% | -3% | -8% | i | 9% | -9%
O=C1CC(c2cccs2)CC(O)=C1C=NCCN1CCNCC1 (configuration not stated) | 5% | 7% | -4% | 7% | 10% | -7%[57.5 µM] | 12% | -29%
COc1cc(C2c3cc(O)c(OC)cc3CC(C(=O)O)C2CO)ccc1O (configuration not stated) | 9% | -3% | 4% | 14% | -2% | i | -10% | -7%
CCc1ccccc1NC(=O)Nc1ccc2snnc2c1 | . | . | . | -12% | -7% | -28% | . | 18%
Cc1cccc(CCNC(=O)COc2cc(=O)n(C)c3ccccc23)c1 | 4% | 15% | -2% | 8% | 1% | i | -7% | 1%
CCc1nc2ccccc2n1CC(=O)N(C(C)CC)C1CCS(=O)(=O)C1 (configuration not stated) | -4% | 5% | -2% | 11% | 0% | -1% | 12% | -4%
COc1cc(NC(=O)c2ccc3c(c2)OCCO3)ccc1NC(=O)c1cccs1 | 5% | 5% | -2% | 11% | -13% | -3% | -8% | 13µM*
CCN(CC)CCCNC(=O)c1cc(Nc2ccc(OC)cc2)nc2ccccc12 | 2% | 2% | 4% | -17% | -3% | i | 3% | -14%
CCN(c1ccccc1)S(=O)(=O)c1ccc(OC)c(NC(=O)CN2C(=O)NC(C)(C)C2=O)c1 | 1% | 5% | 5% | . | -5% | i | 3% | 0%
COc1ccc(-n2c3c(cc(C(=O)N4CCCCC4)c2=O)C(=O)CC(C)(C)C3)cc1 | 7% | 5% | 6% | 7% | 2% | i | -5% | 0%
Cc1ccc(C(=O)Nc2ccc(F)cc2F)o1 | -8% | 0% | 13% | 7% | 3% | i | -4% | 9%

High-throughput results: PubChem, National Center for Advancing Translational Sciences (NCATS)
